From PubChem BioAssay
PAD4 inh = human PAD4 inhibitors, primary screen, biochemical, fluorescence polarization, 1536-well format; Protein-arginine deiminase type-4 (Homo sapiens), Q9UM07; recombinant PAD4, RCA probe fluorescence polarization; inhibition, % at 6.36 µM; 330,000 compounds, 0.41% hits;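 active = percent inhibition above a cutoff equal to the mean of all tested compounds plus 3 SD, cut at about 15% in these data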;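 also: 0% = PAD4 with RCA probe and DMSO and 100% = probe without PAD4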
GSTO1 counter = inhibitors of recombinant GSTO1, primary screen, counter-screen for RBBP9 inhibitor project, biochemical, fluorescence polarization | Glutathione S-transferase omega-1 (Homo sapiens), P78417 | activity-based probe fluorescence polarization | inhibition, % at 5.96 µM | 300,000 compounds, 1.1% hits | AID 1974, 2009;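 active = inhibition above the campaign mean inhibition plus 3 SD, cut at about 35% in these data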;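 also: 0% = GSTO1-1 with DMSO and 100% = wells lacking GSTO1-1 enzyme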
Target sequence (P78417 whole entry, looked up): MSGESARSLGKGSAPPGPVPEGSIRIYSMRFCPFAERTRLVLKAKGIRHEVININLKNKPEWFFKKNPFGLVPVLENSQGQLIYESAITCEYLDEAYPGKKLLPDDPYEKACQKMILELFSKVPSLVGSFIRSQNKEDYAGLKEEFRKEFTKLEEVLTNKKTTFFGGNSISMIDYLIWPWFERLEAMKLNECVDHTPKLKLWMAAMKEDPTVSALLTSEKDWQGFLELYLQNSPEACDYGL
PAFAH1B3 inh = PAFAH1B3 enzyme inhibitors, primary screen, biochemical, fluorescence polarization, human; Platelet-activating factor acetylhydrolase IB subunit alpha1 (Homo sapiens), Q15102; recombinant PAFAH1B3, FP-rhodamine probe; 340,000 compounds, 0.28% hits; inhibition, % at 3.39 µM;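 active = inhibition above the screen-wide average of all tested compounds plus 3 SD, cut at about 25% in these data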;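 also: 0% = enzyme with DMSO only and 100% = wells lacking PAFAH1B3 protein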
PAFAH2 FP inh = PAFAH2 enzyme inhibitors, primary screen, biochemical, fluorescence polarization, human | recombinant PAFAH2, FP-rhodamine activity probe | 340,000 compounds, 0.99% hits | inhibition, % at 3.39 µM | Platelet-activating factor acetylhydrolase 2, cytoplasmic (Homo sapiens), Q99487;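 active = inhibition above the mean over all tested compounds plus 3 SD, cut at about 30% in these data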;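 also: inhibitors block probe labeling of enzyme so polarization drops; 0% = enzyme with DMSO and 100% = wells lacking PAFAH2 protein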
EBNA-1 inh = EBNA-1 DNA-binding inhibitors, primary screen, biochemical, fluorescence polarization | inhibition, % at 14.8 µM | 300,000 compounds, 0.34% hits; in the data active = inhibition above about 28%
ZTA DNA inh = counter-screen for EBNA-1 inhibitors: inhibitors of Epstein-Barr virus ZTA. P03206. AID 2234. inhibition, % at 11 µM. ZTA-DNA binding, fluorescence polarization. 320,000 compounds, 0.15% hits; in the data active = inhibition above about 33%
Target sequence (P03206 whole entry, looked up): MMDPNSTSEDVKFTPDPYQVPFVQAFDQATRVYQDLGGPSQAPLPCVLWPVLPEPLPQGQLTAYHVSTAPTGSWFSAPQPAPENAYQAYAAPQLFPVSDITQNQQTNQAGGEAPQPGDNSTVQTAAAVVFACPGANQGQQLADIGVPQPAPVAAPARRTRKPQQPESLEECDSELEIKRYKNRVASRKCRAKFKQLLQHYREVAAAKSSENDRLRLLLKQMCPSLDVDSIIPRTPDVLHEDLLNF
PREPL inhibitor = PREPL enzyme inhibitors, primary screen, biochemical, fluorescence polarization | Prolyl endopeptidase-like (Homo sapiens), Q4J6C6 | recombinant PREPL, fluorescence polarization activity-based probe | inhibition, % at 5.96 µM | 320,000 compounds, 0.68% hits | AID 2751, 2010; in the data active = inhibition above about 43%;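 also: 0% = enzyme with DMSO and 100% = wells lacking enzyme; many of its hits are not listed in these tables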
LYPLA2 counter = LYPLA2 inhibitors, primary screen, counter-screen for PME1 inhibitor project, biochemical, fluorescence polarization, FP-Rh probe ABPP; AID 2177, 2009; 320,000 compounds, 0.38% hits; Acyl-protein thioesterase 2 (Homo sapiens), O95372; inhibition, % at 5.9 µM; recombinant LYPLA2;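 active = inhibition above the screen-wide mean plus 3 SD, limit set per campaign, cut at about 26% in these data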;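 also: 0% = LYPLA2 with DMSO and 100% = wells lacking LYPLA2 enzyme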
Target sequence (O95372 whole entry, looked up): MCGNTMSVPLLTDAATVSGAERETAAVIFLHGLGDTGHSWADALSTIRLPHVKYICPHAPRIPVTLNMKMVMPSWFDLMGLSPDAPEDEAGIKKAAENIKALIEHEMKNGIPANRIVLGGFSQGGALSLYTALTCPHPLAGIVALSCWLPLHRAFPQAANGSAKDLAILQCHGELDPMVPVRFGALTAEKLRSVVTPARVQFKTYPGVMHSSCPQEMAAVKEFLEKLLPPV
LYPLA1 counter = LYPLA1 inhibitors, primary screen, counter-screen for PME1 inhibitor project, biochemical, fluorescence polarization, FP-Rh probe ABPP; recombinant LYPLA1; inhibition, % at 5.9 µM; 320,000 compounds, 0.16% hits;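 active = inhibition above the mean of all tested compounds plus 3 SD, set per campaign, cut at about 14% in these data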;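 also: inhibitors block serine hydrolase probe labeling of LYPLA1 so polarization falls; 0% = enzyme with DMSO and 100% = wells lacking LYPLA1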
Target sequence (O75608 whole entry, looked up): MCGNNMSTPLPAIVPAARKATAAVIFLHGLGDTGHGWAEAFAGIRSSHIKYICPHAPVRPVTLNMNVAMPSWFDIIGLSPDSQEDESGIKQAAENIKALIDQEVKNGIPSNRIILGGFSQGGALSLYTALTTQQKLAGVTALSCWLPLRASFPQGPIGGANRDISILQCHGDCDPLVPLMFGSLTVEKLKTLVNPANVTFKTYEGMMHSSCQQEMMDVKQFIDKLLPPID
The depositor's hits bear a star; nt = no result given.

SMILES	PAD4 inh	GSTO1 counter	PAFAH1B3 inh	PAFAH2 FP inh	EBNA-1 inh	ZTA DNA inh	PREPL inhibitor	LYPLA2 counter	LYPLA1 counter
O=C(Nc1cccc(S(=O)(=O)N2CCCCC2)c1)c1cccs1	1	-3	-1	-2	6	20	4	3	1
Cn1c(Cn2cnc3ccccc32)nnc1SCC(=O)CC(=O)Nc1ccccc1	0	6	8	0	-3	-8	-5	4	-1
COc1cccc(NC(=O)Nc2nnc(Cc3ccccc3F)s2)c1	1	-10	6	-5	1	9	1	-3	-7
O=C(NN1C(=O)C2C3C=CC(C4CC34)C2C1=O)c1ccc(Cl)cc1 (configuration not stated)	4	12	11	2	-2	-9	-20	0	-1
CC1=C(C)CC(C(=O)NCc2ccccn2)C(C(=O)O)C1 (configuration not stated)	2	3	-2	-3	0	-22	11	3	1
CC1(C)CC(=O)c2sc(NC(=O)c3cccs3)nc2C1	1	-21	9	2	-6	-4	-5	0	0
Oc1ccc(-c2[nH]ncc2-c2cnn(-c3ccccc3)c2)c(O)c1	-2	-4	0	4	5	12	19	-1	-4
CCOC(=O)C(NC(=O)NCc1ccc(OC)cc1)(OCC)C(F)(F)F (configuration not stated)	-1	0	5	5	1	1	1	-3	-1
COC(=O)Cn1cc(/C=C(/C#N)C(=O)N2CCOCC2)c2ccccc21	0	5	5	0	5	-3	0	-5	-2
CCCn1nc(C(=O)Nc2cc(S(=O)(=O)Nc3ccc(OC)cc3)ccc2O)c2ccccc2c1=O	-4	nt	23	-10	nt	nt	17	nt	nt
O=C1c2ccccc2C(=O)N1CC(O)COc1ccc(Br)cc1 (configuration not stated)	1	-1	8	4	11	-1	-22	7	-3
Cc1ccc(-c2nn(-c3ccccc3)cc2C(=O)N2CCOCC2)cc1	-6	0	5	7	1	-4	-2	-1	-2
Cc1cc(C(=O)CS(=O)(=O)c2ccc(F)cc2)cc(C)c1O	-4	-4	-4	3	12	10	2	0	-2
CN(C)c1ccnc2sc3c(SCc4ccc(Cl)cc4)ncnc3c12	-3	-2	0	-12	5	5	17	7	-2
O=C(CN1CCN(C(=O)CNC(=O)c2ccc3c(c2)OCO3)CC1)Nc1cccc(F)c1	4	nt	6	-6	nt	9	15	16	6
Cc1ccccc1OCC(=O)OCC(=O)NCCc1ccccc1	-1	nt	6	5	nt	-6	-2	-2	-1
COCCn1c(-c2ccccc2)csc1=Nc1cccnc1	0	-5	nt	nt	-2	-7	0	3	2
Cc1ccc(C)c(C(=O)CCC(=O)Nc2ccc(F)cc2)c1	2	2	-3	1	-4	-7	-2	-3	-2
CC(C)(C)Nc1nc(Oc2ccc(=O)[nH]n2)nc(N2CCOCC2)n1	-5	3	-4	-4	-6	-17	16	-1	3
O=C(NCc1ccco1)C(c1ccccc1)N(C(=O)Cc1cccs1)c1ccccc1 (configuration not stated)	-5	4	3	0	-2	6	-1	-3	-5

Results in PAD4 inh, for some of the entries so far:
SMILES	PAD4 inh
O=C(NN1C(=O)C2C3C=CC(C4CC34)C2C1=O)c1ccc(Cl)cc1 (configuration not stated)	4
Cc1ccc(C)c(C(=O)CCC(=O)Nc2ccc(F)cc2)c1	2
CN(C)c1ccnc2sc3c(SCc4ccc(Cl)cc4)ncnc3c12	-3
O=C(Nc1cccc(S(=O)(=O)N2CCCCC2)c1)c1cccs1	1
COc1cccc(NC(=O)Nc2nnc(Cc3ccccc3F)s2)c1	1
Oc1ccc(-c2[nH]ncc2-c2cnn(-c3ccccc3)c2)c(O)c1	-2

New compounds follow
SMILES	PAD4 inh	GSTO1 counter	PAFAH1B3 inh	PAFAH2 FP inh	EBNA-1 inh	ZTA DNA inh	PREPL inhibitor	LYPLA2 counter	LYPLA1 counter
O=Cc1cn(-c2ccccc2)nc1-c1ccc2c(c1)OCCO2	-3	4	9	-6	9	-14	21	3	0
Fc1ccccc1COc1ccccc1CNCc1ccncc1	-5	1	20	5	-5	10	-17	1	-1
O=C(CN1C(=O)NC2(CCCCCC2)C1=O)c1ccc2c(c1)OCCO2	0	2	-3	2	-3	7	-1	1	1
O=c1[nH]c(=O)n(Cc2ccc(Oc3ccccc3)cc2)cc1Br	-2	-6	-1	-3	4	12	-13	-1	1
O=C(NCc1cccc(OC(F)(F)F)c1)c1cccc2c1C(=O)c1ccc(-c3ccc(F)cc3OCc3ccccc3)cc1S2(=O)=O	4	nt	-8	-10	nt	nt	-1	nt	nt
CC(=O)c1ccc(N2CCN(C(=O)/C=C/c3ccc4ccccc4n3)CC2)cc1	-4	3	6	7	-2	-9	22	33*	6
O=C(COc1ccc(Cl)cc1)NCc1nnc(SCC(=O)N2CCCC2)o1	-8	3	6	2	-4	8	8	0	-1
CCCCc1nc(Cl)c(C#N)c2c1CCC2	4	5	nt	nt	14	6	3	2	1
Cc1ccc(-n2c(SCc3ccc([N+](=O)[O-])cc3)nc3ccccc3c2=O)cc1	0	8	0	3	1	11	-17	1	-2
CCCc1cc(=O)[nH]c(SCC(=O)c2cc(C)n(CC(F)(F)F)c2C)n1	5	10	6	7	-3	-7	1	6	7
CCOc1cc(N2CCOCC2)c(OCC)cc1NC(=O)CCS(=O)(=O)c1ccc(Cl)cc1	-4	6	6	-3	-4	3	23	3	4
Cc1occc1-c1nnc(SCC(=O)N2CCOCC2)n1CCc1ccccc1	-3	0	-2	2	11	-7	-1	0	-1
O=C(COC(=O)c1ccc(S(=O)(=O)N2CCCCC2)cc1)NCc1ccco1	-3	3	2	1	-5	2	13	-6	2
Cc1ccc(-c2csc(=S)n2CC(=O)OCC(=O)NC(C)C(C)C)cc1 (configuration not stated)	-2	-1	13	0	-9	-8	8	0	1
Cc1noc(C)c1CSCC(=O)OCC(=O)N1CC(=O)Nc2ccccc21	5	2	4	0	-1	6	2	-2	0
CCOC(=O)C1=NOC2COC3(CCN(c4ncccn4)CC3)OCC12 (configuration not stated)	3	4	6	3	2	-1	-1	-3	0
CCn1c(-c2nn(C)cc2Cl)n[nH]c1=S	-2	-1	6	-9	-2	11	-2	-5	-4
O=C(/C=C/c1ccco1)NCCc1ccc(F)cc1	-1	5	2	7	-2	-14	8	-3	-4
O=C(Nc1ccnn1C1CCN(Cc2cc(Cl)ccc2O)CC1)c1cccnc1	2	-2	9	4	8	8	10	-2	-3
COc1ccc(OCc2nnc3n2N=C(c2ccc(OC)cc2)CS3)cc1	0	-6	6	2	-1	-10	-14	-5	0

Compound profiles (already shown). Values in the order: PAD4 inh, GSTO1 counter, PAFAH1B3 inh, PAFAH2 FP inh, EBNA-1 inh, ZTA DNA inh, PREPL inhibitor, LYPLA2 counter, LYPLA1 counter
Cc1noc(C)c1CSCC(=O)OCC(=O)N1CC(=O)Nc2ccccc21 is entered as 5, 2, 4, 0, -1, 6, 2, -2, 0
O=C(NCc1cccc(OC(F)(F)F)c1)c1cccc2c1C(=O)c1ccc(-c3ccc(F)cc3OCc3ccccc3)cc1S2(=O)=O is entered as 4, nt, -8, -10, nt, nt, -1, nt, nt
Cc1occc1-c1nnc(SCC(=O)N2CCOCC2)n1CCc1ccccc1 is entered as -3, 0, -2, 2, 11, -7, -1, 0, -1

Sorted by value in PAFAH2 FP inh (descending): some entries from above
SMILES	PAD4 inh	PAFAH1B3 inh	PAFAH2 FP inh	EBNA-1 inh	PREPL inhibitor
O=C(Nc1cccc(S(=O)(=O)N2CCCCC2)c1)c1cccs1	1	-1	-2	6	4
O=C(CN1CCN(C(=O)CNC(=O)c2ccc3c(c2)OCO3)CC1)Nc1cccc(F)c1	4	6	-6	nt	15
O=C(NCc1cccc(OC(F)(F)F)c1)c1cccc2c1C(=O)c1ccc(-c3ccc(F)cc3OCc3ccccc3)cc1S2(=O)=O	4	-8	-10	nt	-1

(cont.)
SMILES	PAD4 inh	GSTO1 counter	PAFAH1B3 inh	PAFAH2 FP inh	EBNA-1 inh	ZTA DNA inh	PREPL inhibitor	LYPLA2 counter	LYPLA1 counter
O=C(c1cccs1)N1CCCC(c2nc3c(nnn3Cc3ccc(F)cc3)c(=O)[nH]2)C1 (configuration not stated)	-3	-4	7	4	3	11	-3	1	-2
O=C(Nc1ccc(N2CCCCC2)c(Cl)c1)c1ccc2c(c1)OCCO2	-4	-11	-5	7	11	3	12	-4	-8
COc1cccc(-c2noc(N)c2C#N)c1	4	11	2	6	-7	-1	14	-3	-5
Cc1ccccc1C(=O)N1N=C(c2ccc(NS(C)(=O)=O)cc2)CC1c1cccs1 (configuration not stated)	2	5	12	-3	-5	-13	17	0	-2
CCc1cc(=O)oc2cc(OC(=O)CN3C(=O)NC4(CCCC4)C3=O)ccc12	2	3	4	0	9	-10	3	7	4
CN(C)S(=O)(=O)c1cccc(COc2ncnc3c(Cl)cc(Cl)cc23)c1	-2	2	8	6	-10	-2	-6	3	-3
CN(C)c1nnnn1-c1cccc(Oc2ncc(C(F)(F)F)cc2Cl)c1	-5	-6	6	9	6	4	3	-9	1
CCOc1ccc(N2CC(C(=O)Nc3cccc(S(=O)(=O)N4CCCCC4)c3)CC2=O)cc1 (configuration not stated)	-3	5	6	3	-6	5	-3	3	0
CSc1nnc2c(n1)OC(c1ccccn1)N(C(C)=O)c1ccccc1-2 (configuration not stated)	-6	-5	2	-8	-3	-6	8	-5	-3
CCOC(=O)CCCNC(=O)COC(=O)c1ccc(O)cc1	-3	3	5	19	1	-11	-5	4	4
O=C(O)c1ccc(N2CCCCCC2)c(N2C(=O)c3ccccc3C2=O)c1	-3	12	0	4	8	6	1	7	4
Cn1c(=O)n(C)c2cc([N+](=O)[O-])c(N3CCN(S(C)(=O)=O)CC3)cc21	6	0	6	0	-3	-1	9	3	-4
CCN1CCN(Cc2c(O)ccc3c(=O)c(-c4ccc(OC)c(OC)c4)c(C(F)(F)F)oc23)CC1	2	-1	3	1	5	-2	19	8	2
CC(=O)Nc1cccc(C(=O)OCc2csc(CC(=O)Nc3ccccc3C)n2)c1	-9	nt	-2	-1	nt	16	-10	-11	-5
Cc1ccc(-c2nn(C)c(=O)c3ccccc23)cc1CN1CCOCC1	3	-3	-2	0	4	13	7	-12	-5
O=C(CSc1nncn1-c1ccccn1)Nc1cccc(Cl)c1	-5	-1	15	-4	-13	-15	5	-1	-5
CCOC(=O)CSc1nnc(-c2ccc(S(=O)(=O)N3CCC(C)CC3)cc2)o1	-3	-4	-5	-10	-3	0	6	1	1
Nc1nc(NCc2ccccc2Cl)n(-c2ccccc2)n1	2	5	4	-6	0	4	4	2	-3
Cn1cc(Cl)c(C(=O)N2CCN(c3ncccn3)CC2)n1	1	0	7	3	-6	-2	11	1	-2
CCCN1C(=O)NC2(O)C(=O)c3ccccc3C12O (configuration not stated)	-5	9	2	5	-3	-5	13	-2	3
CC1CN(S(=O)(=O)c2cccc(C(=O)Nc3ccc(S(=O)(=O)NC4=NCCCCC4)cc3)c2)CC(C)O1 (configuration not stated)	1	-10	5	-8	18	-7	22	3	0
CC(C)(C)Nc1c(N)c(=O)oc2ccccc12	0	0	1	1	-2	13	15	1	0

Some of the compounds tested; the hit share may differ from the screen's.
